Bioassay records from PubChem BioAssay.
Cycloheximide cs: counter-screen for Shiga toxin inhibitors: cycloheximide protein synthesis inhibition | cell reporter, cycloheximide protein synthesis inhibition counterscreen | max response, % | hit rate 12% among 300,000; in the data active = max response mostly above about 13%, no sharp cut-off; inactive = mostly below about 14%; note: read at 38.3 µM for the half of the compounds with a filed dose; 0% is about no effect
HCV inh: blocks hepatitis C virus; Potency, µM (series often up to 41.8 µM), for inactives: at the highest dose activity change, negative = inhibition, actives largely listed as inhibitors; Huh7.5.1 HCVcc-Cre infection, luciferase reporter, 44 h; hit rate 3.4% among 340,000; AID 651820; note: potency is the fitted concentration of half-maximal effect; % is set by controls: 0 for no effect and ±100 for the full control effect
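Infectious HCVcc-Cre (~0.5 moi) was added to cells just after compound, with cells seeded 4 h earlier at 1,000 per well. Luciferase activity after 44 h culture reported infection; substrate was incubated 15 min at room temperature before reading.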
LmPK inh: inhibitors of Leishmania mexicana pyruvate kinase; hit rate 0.37% among 290,000; Q27686; Potency, µM (highest dose often 57.5 µM), without a hit: top-dose activity change, negative = inhibition, actives largely listed as inhibitors; purified LmPK, Kinase-Glo ATP luminescence, 1 h; note: potency is the fitted concentration of half-maximal effect; % is set by controls: 0 for no effect and ±100 for the full control effect
Target sequence (Q27686 whole entry, looked up): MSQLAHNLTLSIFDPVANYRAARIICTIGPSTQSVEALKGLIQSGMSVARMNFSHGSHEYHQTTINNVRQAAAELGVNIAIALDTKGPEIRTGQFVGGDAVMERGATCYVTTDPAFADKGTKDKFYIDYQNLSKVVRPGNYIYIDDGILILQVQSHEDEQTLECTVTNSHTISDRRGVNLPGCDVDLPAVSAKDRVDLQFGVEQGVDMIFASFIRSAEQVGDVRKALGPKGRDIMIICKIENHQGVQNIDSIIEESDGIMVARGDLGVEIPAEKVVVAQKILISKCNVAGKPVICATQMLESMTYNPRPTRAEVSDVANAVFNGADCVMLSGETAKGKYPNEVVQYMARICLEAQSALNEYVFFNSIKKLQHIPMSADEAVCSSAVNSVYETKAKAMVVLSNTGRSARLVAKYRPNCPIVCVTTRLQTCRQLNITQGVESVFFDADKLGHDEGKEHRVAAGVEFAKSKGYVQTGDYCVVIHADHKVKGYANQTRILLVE
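In 50 mM imidazole pH 7.2 with 7 mM MgCl2, LmPK (0.1 nM) turned over PEP (0.5 mM) and ADP (0.1 mM) for 1 h at room temperature. Luciferase read-out of ATP.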
Tb PYK inh: blocks Trypanosoma brucei pyruvate kinase; hit rate 0.12% among 410,000; AID 624173; TbPYK enzyme, Kinase-Glo Plus ATP luminescence, 45 min; Potency, µM (top dose mostly 76.8 µM), for inactives: at the highest dose activity, negative = inhibition, usual class: inhibitors; note: potency is the fitted concentration of half-maximal effect; % is set by controls: 0 for no effect and ±100 for the full control effect; nearly all actives have a fitted effect of over 50% in size
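Luminescent Kinase-Glo Plus end-point after 45 min room-temperature reaction of T. brucei pyruvate kinase started with 130 uM ADP (final). Buffer TEA 50 mM pH 7.2 with KCl, MgCl2, BSA, Tween-20; titration-based qHTS with fitted concentration-effect curves.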
Pf growth 96h: P. falciparum growth inhibition at 96 hour, primary screen for plastid delayed-death inhibitors; P. falciparum luciferase reporter growth, 96 h; Potency, µM (titrated, usually from 28.7 µM), for inactives: top-dose activity change, negative = inhibition, actives largely listed as inhibitors; hit rate 6.9% among 320,000; AID 504834; note: potency is the fitted concentration of half-maximal effect; % is set by controls: 0 for no effect and ±100 for the full control effect
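P. falciparum expressing integrated firefly luciferase grown in erythrocytes (2% hematocrit, 0.05% parasitemia final) with compounds for 96 hours at 37 C, 5% CO2. Growth inhibition read as loss of luminescence after adding luciferase detection reagent.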
Pf growth 48h: inhibits P. falciparum growth in the first generation, 48 h; P. falciparum luciferase growth in erythrocytes, 48 h; hit rate 5.9% among 310,000; AID 504832; Potency, µM (doses to about 28.7 µM), inactives show at the highest dose activity change, negative = inhibition, most hits filed as inhibitors; note: potency is the fitted concentration of half-maximal effect; % is set by controls: 0 for no effect and ±100 for the full control effect
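Compounds are pin-transferred into medium, infected erythrocytes (2% hematocrit, 0.1% parasitemia final) are added, and plates sit one parasite generation at 37 C in 5% CO2. Detection reagent is then added and luminescence measured.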
Shiga toxin inh: Shiga toxin inhibition | inhibition, % at 38.7 µM | hit rate 9.2% among 290,000 | AID 2315 | Vero cells, Shiga toxin protein synthesis inhibition reporter; in the data active = inhibition mostly above about 28%, no sharp cut-off; inactive = mostly below about 43%; note: 0% is about no effect
Active calls of the source: *; ? = inconclusive; / = no result given; & = joins results of further samples; [ ] = another dose, or the depositor's remark. Unless noted, calls come from the whole dose curve; as a rule, active = well fitted curve in the direction sought with a large enough effect; inconclusive = small, poorly fitted or top-dose-only effect, or another doubt; inactive = no such curve, though single readings can be large; an effect the other way counts as inactive or inconclusive.

SMILES	Cycloheximide cs	HCV inh	LmPK inh	Tb PYK inh	Pf growth 96h	Pf growth 48h	Shiga toxin inh
O=C(c1cc([N+](=O)[O-])cc([N+](=O)[O-])c1)N1CCCc2ccccc21	-3	4%	7%	0%	184%[activator]	?	-10
CCCSc1nnc(CNS(=O)(=O)c2ccc(C)cc2)n1C	-5	7%	0%	2%	29%	15%	-6
CC(NC(=O)CCCc1nnc2n(C)c(=O)c3sccc3n12)c1ccccc1 (stereo unspecified)	1	13%	0%	9%	13µM*	15%	-2
Cn1c(SCC(=O)Nc2nccs2)nnc1-c1ccco1	1	9%	8%	1%	/	?	-4
O=C(O)c1[nH]c2ccccc2c1C(c1ccccc1)c1c(C(=O)O)[nH]c2ccccc12	0	-1%	2%	3%	?	27%	0
COc1nc2ccccc2c(=O)n1OCC(C)C	11	-6%	3%	-3%	0%	10%	10
Oc1ccc(C[C@@H]2CNC(=S)N2CCc2cc(C(F)(F)F)cc(C(F)(F)F)c2)cc1	-4	2%	2%	-5%	-9%	-3%	-4
COc1ccc(-c2coc3cc(O)ccc3c2=O)cc1OC	34*	?	-3%	-1%	?	117%[activator]	34
COc1nc(C)cc(C)c1S(=O)(=O)c1ccc(Cl)cc1	-2	-5%	1%	-4%	-9%	-12%[0.00184 µM]	27
C[C@H](NC(=O)C1CCN(S(=O)(=O)c2ccccc2)CC1)C(=O)NCc1ccco1	1	23%	5%	5%	?	-17%	1
O=C(Nc1ccc2c(c1)OCO2)C1CCCCN1S(=O)(=O)c1ccccc1 (stereo unspecified)	13	-6%	0%	-5%	-21%	/	20
COC(=O)c1ccc(NS(=O)(=O)c2cc(-c3cc(C)no3)ccc2OC)cc1	10	-10%	4%	0%	-46%	?	-4
Cc1ccc(NC(=O)CC2C(=O)OCC3CCCCN32)cc1Cl (stereo unspecified)	-1	-3%	1%	-2%	23%	1%	6
COc1cccc(-c2nc(C=O)cs2)c1	13	14%	-18%	7%	5%	5%	31*
CCOC(=O)C1CCCN(S(=O)(=O)c2cc3c4c(c2)CCN4C(=O)CC3)C1 (stereo unspecified)	/	12%	/	0%	10%	7%	/
COc1cccc2cc(/C(C)=N/Nc3nc(-c4cc(C)ccc4C)cs3)c(=O)oc12	1	4%	-5%	-1%	0%	?	-1
O=C(COc1cccc2c1CCN(Cc1ccccc1)C2=O)NCc1ccco1	10	-1%	10%	6%	-25%	?	4
Cc1sc2ncnc(SCC(=O)c3cccs3)c2c1C	35*	1%	1%	-1%	/	51%[activator]	72*
CC(=O)Cc1nsc(NC(=O)c2ccco2)n1	-1	12%	-6%	-2%	/	4%	2
CC(=O)Nc1ccc(Nc2ncnc3c2nnn3Cc2ccccc2Cl)cc1	-1	6%	-1%	-1%	?	-22%	-5
CC[n+]1c(/C=C/c2c[nH]c3ccccc23)ccc2cc(C)ccc21	0	4.5µM*	-1%	-17%	11%	?	-5
c1ccc2c(CCNCc3ccc4c(c3)OCO4)c[nH]c2c1	-1	?	5%	0%	73%[activator]	?	-7
Cc1[nH]c2ccccc2c1CN1CCc2ccccc2C1	9	4%	7%	5%	-101%	/	-8
Nc1c(Cl)cc(-c2cn(CCC(=O)O)c(-c3ccc(Cl)nc3)n2)cc1Cl	/	42%[activator]	/	-6%	36%[activator]	?	/
O=C(Cn1ccc(NC(=O)OCc2ccccc2)nc1=O)NCCCn1ccnc1	/	7%	/	-2%	21%	15%	/
C=CCSC1=N/C(=C\c2cc(OCC)c(OC(C)=O)c([N+](=O)[O-])c2)C(=O)S1	6	6%	-20%	-15%	?	1%	18
Cc1ccc(C(=O)N/C(=C\c2ccc(-c3cc(Cl)ccc3Cl)o2)C(=O)NCc2cccnc2)cc1	42	10µM*	-2%	-5%	?	25%	88
COc1ccc(NC(=O)CSc2nc3n[nH]c(C)c3c(=N)n2-c2ccc(Cl)c(C)c2)cc1OC	-3	?	8%	-1%	?	?	-4
O=C(CN1C(=O)CCC1=O)Nc1nc(-c2cccs2)cs1	1	2%	6%	-14%	3%	14%	14
CCOC(=O)c1cnc2ccc(C(=O)OC)cc2c1NCCc1ccc(OC)c(OC)c1	1	?	6%	-4%	1%	10µM*	-12
O=C(Nc1ccc(Cl)cc1)N1CCCN(Cc2ccc(F)cc2)C1	-4	?	-1%	0%	?	/	-9
C[C@@H]1NC(=O)N(CCCn2ccnc2)C1=O	-2	9%	-3%	0%	12%	24%	-7
Cc1ccc(-c2cc(C(=O)N3CCC(C)CC3)c3ccccc3n2)cc1	17*	?	0%	-11%	?	-5%	2
COc1cccc(C2(O)CCSCC2CN(C)C)c1 (stereo unspecified)	-3	7%	-3%	0%	-2%	-2%	18
Cc1c(-n2cccc2C=O)cccc1[N+](=O)[O-]	-4	22%	2%	1%	-6%	-10%	-11
CC(OC(=O)Cn1cc(C(F)(F)F)ccc1=O)C(=O)NC(C)c1ccc(Cl)cc1Cl (stereo unspecified)	/	?	/	-13%	-24%	-13%	/
O=C(c1cccc(Cl)c1)C1CCCN(Cc2ccon2)C1 (stereo unspecified)	-1	11%	-3%	3%	-20%	35%[activator]	-23
CCS(=O)(=O)N1CCN(C2CCC(C)CC2)CC1 (stereo unspecified)	-3	7%	-4%	3%	/	12%	-8
CS(=O)(=O)N(CC(=O)NC1CCCCC1)c1cccc(Cl)c1	15	-6%	2%	4%	?	17%	-2
O=C(CN1C(=O)c2ccccc2C1=O)Nc1cccc2cccnc12	-3	3%	8%	2%	?	/	-10
CCOC(=O)CC1C(=O)NCCN1c1nc2c(C)cccn2c(=O)c1/C=C1\SC(=S)N(CC(C)C)C1=O (stereo unspecified)	9	/	1%	/	?	?	-11
CCn1c(SCc2nc3ccccc3c(=O)[nH]2)nnc1-c1ccncc1	-4	-4%	4%	/	/	0%	-22
O=C(O)c1cccc(-n2nnnc2SCc2ccccc2Cl)c1	-2	11%	7%	-2%	121%[activator]	64%[activator]	1
CC(NCCC(c1ccccc1)c1ccccc1)c1ccccc1 (stereo unspecified)	-9	?	6%	4%&-3%	11µM*	13µM*	-16
CO/N=C/c1cccn1-c1nccc(OC)c1C#N	1	3%	11%	1%	0%	7%	-11
O=C(O)c1cc(-c2ccco2)nc2ccccc12	-2	3%	12%	?	0%	34%[activator]	-25
O=C(CCCCCNC(=O)c1ccccc1)N/N=C/c1ccc(F)cc1	2	9%	-5%	-2%	?	13µM*	-4
CCN1CCN(Cc2nnc(-c3ccccc3)o2)CC1	-2	7%	5%	-1%	56%[activator]	45%[activator]	-5
CN(C)C(C)(C)C#CCC(c1ccccc1)c1ccccc1	-1	0%	2%	-8%	?	9.3µM*	-7
Cc1cccc(C(=O)N2CCCC(CCC(=O)N3CCN(c4ccccn4)CC3)C2)c1C (stereo unspecified)	-1	?	2%	2%	6%	?	2

The last six compounds of the section above are carried over, then new ones follow.
SMILES	Cycloheximide cs	HCV inh	LmPK inh	Tb PYK inh	Pf growth 96h	Pf growth 48h	Shiga toxin inh
CO/N=C/c1cccn1-c1nccc(OC)c1C#N	1	3%	11%	1%	0%	7%	-11
O=C(O)c1cc(-c2ccco2)nc2ccccc12	-2	3%	12%	?	0%	34%[activator]	-25
O=C(CCCCCNC(=O)c1ccccc1)N/N=C/c1ccc(F)cc1	2	9%	-5%	-2%	?	13µM*	-4
CCN1CCN(Cc2nnc(-c3ccccc3)o2)CC1	-2	7%	5%	-1%	56%[activator]	45%[activator]	-5
CN(C)C(C)(C)C#CCC(c1ccccc1)c1ccccc1	-1	0%	2%	-8%	?	9.3µM*	-7
Cc1cccc(C(=O)N2CCCC(CCC(=O)N3CCN(c4ccccn4)CC3)C2)c1C (stereo unspecified)	-1	?	2%	2%	6%	?	2
COc1ccc(C(=O)NCc2nnc(SCC(=O)NCc3ccco3)o2)cc1	-1	14%	-2%	0%	?	7%	-11
CCSc1nnc(NC(=O)COc2cccc3ccccc23)s1	-6	-2%	-1%	-8%	-17%	/	-44
CCOc1ccc(S(=O)(=O)NN=C2CCN(C(C)=O)CC2)cc1	28	13%	3%	-1%	1%	13%	36
Cc1cc(C(=O)N2CCCC(C(=O)c3cccc(C(F)(F)F)c3)C2)nc(C)n1 (stereo unspecified)	11	-1%	-6%	-1%	?	-11%	-16
CCCn1c(N)c(C(=O)COC(=O)c2cccc(S(=O)(=O)N3CCOCC3)c2)c(=O)[nH]c1=O	/	4%	/	-8%	?	-21%	/
CN(C)C=NC(=O)/C(C#N)=C/c1ccccc1	4	16%	3%	-3%	17%	-2%	15
CC(=O)Nc1ccc(S(=O)(=O)NCC(=O)NCCc2ccc(S(N)(=O)=O)cc2)cc1	2	13%	1%	-10%	0.83µM*	-10%	-5
NC(=NCc1ccco1)NC(=O)c1ccc(Cl)cc1	25*	-4%	-1%	-3%	3%	44%[activator]	76*
COc1ccccc1CNC(=O)C1CC(c2ccccc2[N+](=O)[O-])=NO1 (stereo unspecified)	41*	20%	-1%	4%	11%	35%[activator]	96*
COC(=O)c1ccc(OC(=O)CCN2c3ccccc3Sc3ccccc32)cc1	-3	0%	4%	0%	32%[activator]	17%	-12
O=C(COC(=O)CNS(=O)(=O)c1ccc(F)c(F)c1F)NCCc1ccccc1	46*	-1%	-7%	0%	82%[activator]	112%[activator]	49*
FC(F)(F)c1cccc(N2CCN(CC3CC=CCC3)CC2)c1 (stereo unspecified)	-11	24%	-1%	-2%	?	/	12
O=C(Nc1cccc(-c2csc(Nc3ccc(Cl)cc3)n2)c1)c1ccccc1	2	?	-7%	0%	?	?	29*
CC(=O)Nc1ccc(CN2CCN(CCC(C)C)C(CCO)C2)cc1 (stereo unspecified)	-2	4%	-4%	-4%	?	10%	-4
CCCc1cc(=O)[nH]c(SCc2cc(=O)oc3c(C)c(C)ccc23)n1	8	-5%	1%	-1%	64%[activator]	16%	-5
COc1ccc(OCC(=O)Nc2ncc3c(n2)CC(C)(C)CC3=O)cc1	20	-3%	-3%	0%	32%[activator]	9%	21
Cc1ccc2nc(SCC(=O)N3CCN(C(=O)c4ccco4)CC3)[nH]c2c1	10	21%	5%	4%	-18%	5%	12
c1cn2c(NC3CCCC3)c(-c3ccc(N4CCOCC4)cc3)nc2cn1	20	-17%	-6%	0%	-2%	/	69
COc1cc(OC)cc(C(=O)NCC(=O)NCC(c2ccco2)N2CCCCC2)c1 (stereo unspecified)	/	24%	/	-2%	?	?	/
O=C(CCSc1ccccc1)NC(=O)COC(=O)c1ccc(OC(F)F)cc1	-4	0%	0%	10%	-17%	4%	-3
O=C(Nc1nc(-c2ccco2)c(-c2ccco2)s1)c1ccc(F)cc1F	/	?	/	?	34%[activator]	1%	/
Cc1c(Cl)c([N+](=O)[O-])nn1Cc1ccc(C(=O)NN)o1	10	-30%	4%	-2%	-4%	12%	28
CCOC(=O)c1c(C)[nH]c(C(=O)CN2C(=O)NC3(CCCC3)C2=O)c1C	29*	-27%	0%	0%	55%[activator]	27%	52*
